High-throughput results from PubChem BioAssay.
GLP-1R inv ag: inverse agonists of human GLP-1 receptor | P43220 | AID 624417 | HEK293 GLP-1R CRE-luciferase, luminescence, 24 h; GLP-1R form is constitutively active | Potency, µM (top dose mostly 38.3 µM), for the others: at the top dose activity change, negative = inhibition, usual class: inhibitors | hit rate 1.6% among 410,000; note: potency is the fitted concentration of half-maximal effect; % is set by controls: 0 for no effect and ±100 for the full control effect; nearly all actives have a fitted effect of over 55% in size
Target sequence (P43220 whole entry, looked up): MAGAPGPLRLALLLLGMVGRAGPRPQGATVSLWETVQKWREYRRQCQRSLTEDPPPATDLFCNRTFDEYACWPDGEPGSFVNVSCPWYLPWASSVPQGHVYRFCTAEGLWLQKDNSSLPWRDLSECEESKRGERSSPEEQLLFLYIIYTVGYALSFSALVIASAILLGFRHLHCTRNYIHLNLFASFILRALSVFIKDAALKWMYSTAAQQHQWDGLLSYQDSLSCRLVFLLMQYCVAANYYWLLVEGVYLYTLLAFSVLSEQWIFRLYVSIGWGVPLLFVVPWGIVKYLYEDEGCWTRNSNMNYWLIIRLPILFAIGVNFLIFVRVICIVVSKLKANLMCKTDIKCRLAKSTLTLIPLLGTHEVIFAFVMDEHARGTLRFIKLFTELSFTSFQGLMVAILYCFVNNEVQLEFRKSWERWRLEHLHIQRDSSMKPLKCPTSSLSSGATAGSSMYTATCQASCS
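qHTS in 1536-well format: reporter HEK293 cells expressing constitutive GLP-1R activity in DMEM + 10% Nu serum, 24 hr with compounds at 37 deg C, luminescence read after 12 min with detection reagent.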
GLP-1R agonist: agonists of human GLP-1 receptor; P43220; hit rate 0.007% among 380,000; HEK293 GLP-1R CRE-luciferase, luminescence, 4-6 h; cells express a hypersensitive GLP-1R form; Potency, µM (series often up to 45.6 µM), inactives show at the highest dose activation, hits mostly activators; note: potency is the fitted concentration of half-maximal effect; % of control where 0% means no effect
HEK293 tox: cytotoxicity counter-screen for GLP-1 receptor inverse agonists; HEK293 cAMP-luciferase reporter cells, luminescence, 24 h; Potency, µM (titrated, usually from 38.3 µM), for inactives: at the highest dose activity change, negative = inhibition, most hits filed as inhibitors; hit rate 0.13% among 410,000;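 note: loss of luciferase light is scored as toxicity; potency is the fitted concentration of half-maximal effect; % is set by controls: 0 for no effect and ±100 for the full control effect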
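Compound-treated cells are incubated 24 hr at 37 deg C under 5% CO2 after a 12 hour attachment period, then luciferase detection reagent is added and luminescence is measured following 12 min at room temperature; lowered signal indicates toxicity.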
PI5P4K alpha inh: PI5P4K alpha (human) kinase inhibition; PI5P4Kalpha enzyme, ADP-Glo luminescence, 60 min; stronger effect = lower value; max response, %; P48426; hit rate 1.2% among 330,000; active = max response of -50% or lower; inconclusive = between -30% and -50%; inactive = -30% or higher; note: value at the top dose of about 77 µM; % is set by controls: 0 for no effect and ±100 for the full control effect
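PI5P4Kalpha ADP-Glo assay; 5 microM ATP final; 60 min RT reaction; HEPES pH 7.4/EGTA/CHAPS, 5% DMSO; controls lacking substrate or enzyme; luminescent end-point.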
IL2 activator: activates IL-2 in a cell-based reporter assay. activation, % (series mostly up to about 46 µM). hit rate 0.065% among 360,000. IL-2 activation reporter assay, cell-based qHTS; stimulated with anti-CD3/CD4/CD28 beads; in transgenic mouse T cells; in the data active = activation above about 50%; inconclusive = mostly about 30% to 49%; note: 0% is about no effect
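Screening format: compound pinned onto unstimulated transgenic mouse T cells, 60 min incubation, then anti-CD3/anti-CD4/anti-CD28 bead stimulation for 18 hours at 37 degrees C, followed by EGFP and DsRed detection.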
D3 antag: antagonists of human D3 dopamine receptor | D3R cells, DiscoveRx beta-arrestin luminescence, antagonist mode; stronger effect = lower value | max response, negative = inhibition, % | hit rate 2.5% among 360,000; in the data active = max response below about -50%; inconclusive = no clear call, values can overlap the other calls; note: % is set by controls: 0 for no effect and ±100 for the full control effect; mostly tested at two doses, the higher about 12 µM
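Cells plated overnight at 1500 cells/well, then exposed to library compounds with dopamine controls for 90 minutes at 37 degrees C. DiscoveRx reagent added for 30–60 minutes at room temperature; luminescence read, quantitative HTS format.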
WRN helicase inh: inhibitors of human WRN helicase. AID 651768. WRN helicase unwinding, fluorescent forked duplex, kinetic. hit rate 0.46% among 360,000. Potency, µM (series often up to 114 µM), for the others: top-dose activity change, negative = inhibition, most hits filed as inhibitors; note: potency is the fitted concentration of half-maximal effect; % is set by controls: 0 for no effect and ±100 for the full control effect; nearly all actives have a fitted effect of over 55% in size
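WRN at 20 nM final was preincubated with compound for 15 min at room temperature; reaction started with 100 nM forked duplex oligonucleotide carrying fluorophore and quencher plus 2 mM ATP (final). Unwinding followed kinetically by red fluorescence (ex 525/em 598 nm).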
PLK1 PBD inh: inhibitors of human PLK1 polo-box domain binding. P53350. Plk1 PBD binding of FITC phosphopeptide, fluorescence polarization. Potency, µM, inactives show max response, negative = inhibition, usual class: inhibitors. hit rate 2.8% among 360,000; note: potency is the fitted concentration of half-maximal effect; series mostly up to about 57 µM; % is set by controls: 0 for no effect and ±100 for the full control effect; nearly all actives have a fitted effect of over 65% in size
Target sequence (P53350 whole entry, looked up, the tested form may be a part): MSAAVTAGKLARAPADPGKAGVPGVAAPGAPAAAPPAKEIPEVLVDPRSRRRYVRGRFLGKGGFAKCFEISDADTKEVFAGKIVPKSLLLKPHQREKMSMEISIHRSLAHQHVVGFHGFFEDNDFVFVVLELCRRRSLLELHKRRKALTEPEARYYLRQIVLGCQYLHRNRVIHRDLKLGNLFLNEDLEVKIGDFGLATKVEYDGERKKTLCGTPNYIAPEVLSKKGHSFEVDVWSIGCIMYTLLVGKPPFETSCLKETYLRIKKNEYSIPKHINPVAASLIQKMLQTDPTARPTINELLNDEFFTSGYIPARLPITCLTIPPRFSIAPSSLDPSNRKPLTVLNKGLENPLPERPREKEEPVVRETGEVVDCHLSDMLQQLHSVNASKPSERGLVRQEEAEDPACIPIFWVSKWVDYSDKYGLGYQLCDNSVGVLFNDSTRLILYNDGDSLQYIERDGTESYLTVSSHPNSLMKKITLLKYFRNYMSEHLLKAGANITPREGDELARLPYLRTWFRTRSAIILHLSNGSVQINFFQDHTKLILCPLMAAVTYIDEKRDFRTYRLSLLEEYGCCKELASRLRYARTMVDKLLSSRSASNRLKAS
DRD3 agonist: D3 dopamine receptor (human) agonism | P35462 | D3R DiscoveRx beta-arrestin cells, luminescence, 90 min | max activation, % | hit rate 0.58% among 410,000 | AID 652048; in the data active = max activation above about 30%; note: 0% is about no effect; mostly tested at two doses, the higher about 12 µM
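Cells at 1500/well, incubated overnight, then treated with pinned compounds (dopamine as control) for 90 min at 37 degrees C. DiscoveRx reagent added for 30 - 60 minutes at room temperature; luminescence read.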
An asterisk follows results filed as active; ? = inconclusive; · = no result given; [ ] = another dose, or the depositor's remark. Unless noted, calls come from the whole dose curve; as a rule, active = well fitted curve in the direction sought with a large enough effect; inconclusive = small, poorly fitted or top-dose-only effect, or another doubt; inactive = no such curve, though single readings can be large; an effect the other way counts as inactive or inconclusive.

SMILES	GLP-1R inv ag	GLP-1R agonist	HEK293 tox	PI5P4K alpha inh	IL2 activator	D3 antag	WRN helicase inh	PLK1 PBD inh	DRD3 agonist
Cc1cc(NC(=O)c2ccc3c(c2)N(Cc2cccc(Cl)c2)C(=O)c2ccccc2S3(=O)=O)ccc1Br	-39%	-8%	12%	·	·	·	·	·	-5
Fc1cccc(F)c1-n1c(CN2CCCCC2)csc1=S	?	2%	?	0	0.0	-13	-8%	-19%	-7
Cc1ccc(S(=O)(=O)n2nc(-c3cccnc3)nc2N)cc1	0%	-5%	-9%	·	-0.1	-21	7%	-1%	2
CCOC(=O)C1NN=C(C(=O)c2ccccc2)C1c1ccc(OC)cc1 (configuration not stated)	-4%[7.66 µM]	10%	-2%[7.66 µM]	3	1.0	9	-4%	-8%	1
COc1cc(C(=O)NCC(=O)NCC(c2ccco2)N2CCCCC2)cc(OC)c1OC (configuration not stated)	4%	8%	-14%	1	-0.1	0	-8%	-3%	7
COCCCNC(=S)NNC(=O)c1ccccc1Br	2%[7.66 µM]	-1%	-3%[7.66 µM]	-7	1.0	-18	8%	-8%	-3
CC(Oc1ccccc1)C(=O)NNC(=O)c1cccs1 (configuration not stated)	59%[activator]	10%	-2%	5	-2.3	12	2%	1%	-8
O=C(OCc1ccccc1F)c1ccc2c(c1)-c1ccccc1C2=O	53%[activator]	3%	-2%	·	3.0	4	-6%	-3%	3
CNC(=S)Nc1ccc2nc(C)c(C)nc2c1	1%	-3%	0%	-6	-4.1	-13	-11%	-8%	0
N#Cc1ccc(NC(=O)c2sc3cc(C(F)(F)F)cnc3c2-c2cccs2)cc1	0%	0%	-2%	0	0.1	42	-1%	2%	9
O=C(COC(=O)c1ccc(F)cc1Cl)Nc1cccc(S(=O)(=O)N2CCOCC2)c1	?	5%	4%	-7	-0.3	0	-1%	-10%	1
CCOc1cc(N2CCOCC2)c(OCC)cc1NC(=O)c1cc(S(=O)(=O)N2CCOCC2)ccc1F	18%	0%	-1%	1	-2.2	21	-10%	15%	0
CCN1C(=O)C2(C(C(=O)c3ccc(C)o3)=C(O)C(=O)N2CCCN2CCOCC2)c2ccccc21 (configuration not stated)	0%	-8%	-8%	·	-2.0	5	-9%	-3%	-1
CCCNS(=O)(=O)c1ccc(CCC(=O)N2CCCCC2)cc1	-19%	4%	-6%	?	1.3	-21	5%	24µM*	3
CC1(OC(=O)c2ccc(Cl)nc2)C(=O)C=C2C=C3CCCN3C=C2C1=O (configuration not stated)	-2%	-5%	-6%	?	0.3	-21	?	?	5
COc1ccc(CCNC(=O)C(=O)NCC2OCCN2S(=O)(=O)c2ccc(OC)c(OC)c2)cc1OC (configuration not stated)	97%[activator]	16%	4%	-4	-1.0	10	-6%	-4%	3
CN(C(=O)c1cccc(NC(=O)Cc2ccc(NC(=O)C3CCCN(S(=O)(=O)c4cccc([N+](=O)[O-])c4)C3)cc2)c1)C1CCCCC1 (configuration not stated)	-17%	4%	1%	1	-0.6	0	1%	-4%	3
COC(=O)C1=C(Nc2ccc(C)cc2)C=C(C)C(C(=O)OC)C1c1cccc(OC)c1 (configuration not stated)	-19%	-6%	-13%	·	-2.7	-28	1%	1%	-29
COc1ccc(C2CC(=O)C=C3c4ccc(OC)cc4CCC32)cc1 (configuration not stated)	2%	0%	3%	1	0.2	47	1%	4%	6
O=C(O)c1ccc(Cl)c(N2C(=O)Nc3ccccc3N2O)c1	15%	-7%	5%	1	-2.8	12	0%	0%	1
COc1ccccc1NC(=O)c1ccc2nc(C)sc2c1	3%	-3%	-20%	-1	-2.7	-15	14%	-13%	-1
Cc1nc2ccccc2c2oc(C(=O)N3CCC(C)CC3)cc12	-11%	?	-4%	-8	-0.2	38	-2%	-16%	4
CN(C)CCCn1c(SCc2c(Cl)cccc2Cl)nnc1-c1ccncc1	5%	5%	3%	2	0.1	-27	6%	-14%	-10
COCCNC(=O)c1cccc2c(-c3cnn(C)c3)coc12	26%	14%	5%	-6	1.5	-10	2%	-2%	-5
COc1ccc(NC(=O)CSc2nc(N)cc(=O)[nH]2)cc1S(=O)(=O)N1CCCCC1	28%	0%	8%	-1	2.5	14	-20%	-3%	1
SMILES	GLP-1R inv ag	GLP-1R agonist	HEK293 tox	PI5P4K alpha inh	IL2 activator	D3 antag	WRN helicase inh	PLK1 PBD inh	DRD3 agonist
CC1COCC(C)N1C(=O)c1cccnc1 (configuration not stated)	3%	1%	-1%	0	0.1	-125*	7%	9%	1
CCCOC(=O)C1C2C=CC3(CN(c4ccc(Cl)c(F)c4)C(=O)C13)O2 (configuration not stated)	-22%	2%	2%	-10	-2.8	-11	8%	-6%	-2
CN(C)S(=O)(=O)c1cccc(NC(=O)COC(=O)c2cc3ccccc3oc2=O)c1	18%	12%	20%	-7	0.2	0	-15%	-23%	-7
Cc1nn(C(C)C(=O)NC2CC2)c(=O)c2nn(-c3ccccc3)c(C)c12 (configuration not stated)	14%	9%	15%	-10	-0.9	-7	-4%	-12%	-2
COC(=O)C1CCN(C(c2cccs2)c2sc3nc(C)nn3c2O)CC1 (configuration not stated)	9%	-4%	-4%	2	-4.1	-12	4%	-3%	-1
COc1ccc(-c2nc3n(c(=O)c2C#N)CCS3)cc1	31%[activator]	4%	32%	1	0.8	-14	1%	-20%	-6
C=CCc1c(OC)ccc2ccc(=O)oc12	98%[activator]	19%	7%	8	0.0	-57*	2%	-10%	-8
O=C(CN1CCC(n2nnc3cc(F)ccc32)CC1)Nc1ccccc1N1CCOCC1	-1%	25%	6%	·	-0.6	-55*	-2%	-3%	-5
CC(=O)/C=C/c1ccccc1O	8%	-4%	1%	-10	-1.1	-1	-4%	-14%	0
CCCCOCCCNC1=NCCCCC1	1%	-5%	4%	-5	-1.1	-17	7%	-6%	-11
CCO[C@H]1OC(C(=O)N2CCOCC2)=C[C@@H](c2ccccc2)[C@@H]1CCCO	6%	10%	3%	0	0.7	7	0%	-7%	9
COc1cc(NC(=O)CCCOc2ccc(Cl)cc2Cl)c(C(=O)O)cc1OC	2%	14%	-22%	1	-0.4	1	-3%	-14%	3
COc1ccc(/C=N/NC(=O)CSc2n[nH]c(=O)[nH]c2=O)cc1	14%	?	-24%	-7	-0.5	11	-9%	-2%	-2
C=C(C)Cn1c(C)cc(C)c(S(=O)(=O)c2cccc(C)c2)c1=O	5%	-2%	-5%	-10	-2.1	10	-23%[57.1 µM]	-6%	-3
CS(=O)(=O)Nc1ccccc1C(=O)Nc1ccccc1C(=O)N1CCCC1	0%	4%	4%	-2	1.1	3	1%	2%	5
CCCCCn1c(CCNC(=O)c2cccc(C)c2)nc2ccccc21	?	-1%	-3%	·	·	·	·	·	-9
Cc1cc(CNC(=O)C2CCC(=O)N(CCc3cccc(F)c3)C2)on1 (configuration not stated)	3%	-4%	-13%	-2	-0.6	0	6%	2%	3
Cc1ccc(CCNCc2c(C(=O)O)c(C)n(-c3ccccc3)c2C)cc1	-6%	1%	10%	-1	-1.6	3	3%	-7%	2
S=c1nc[nH]c2c1sc1nc(-c3ccccc3)c3c(c12)CCCC3	17%	-1%	-15%	-11	-0.6	0	4%	30µM*	15
Clc1ccc(-c2ncc3ccccn23)c(Cl)c1	?	8%	-6%	6	-2.8	1	-5%	-7%	22
CC(=O)N1CCN(S(=O)(=O)c2ccc3c(c2)OCCO3)CC1	6%	4%	15%	9	0.1	-18	-3%	-10%	-1
COc1ccccc1NC(=O)c1cc(Cl)nnc1Cl	?	10%	-24%	4	0.4	11	9%	-11%	-13
O=C(CC(c1ccccc1)c1cc(Br)ccc1O)NCCN1CCOCC1 (configuration not stated)	?	-13%	2%	-1	-2.7	?	-5%	-9%	-24
COc1ccc(CNC(=O)CN(C)S(=O)(=O)c2ccc3c(c2)n(C)c(=O)c(=O)n3C)cc1	-6%	0%	-3%	-4	-2.6	9	3%	1%	-5
CN(CCN1CCc2ccccc2C1)Cc1nc(-c2ccc3c(c2)OCO3)no1	-25%	4%	-3%	-3	-2.8	-70*	1%	1%	-20

Full records as entered above.
Record of CC1COCC(C)N1C(=O)c1cccnc1 (configuration not stated) : GLP-1R inv ag: 3%; GLP-1R agonist: 1%; HEK293 tox: -1%; PI5P4K alpha inh: 0; IL2 activator: 0.1; D3 antag: -125*; WRN helicase inh: 7%; PLK1 PBD inh: 9%; DRD3 agonist: 1
Record of Clc1ccc(-c2ncc3ccccn23)c(Cl)c1 : GLP-1R inv ag: ?; GLP-1R agonist: 8%; HEK293 tox: -6%; PI5P4K alpha inh: 6; IL2 activator: -2.8; D3 antag: 1; WRN helicase inh: -5%; PLK1 PBD inh: -7%; DRD3 agonist: 22

Additional structures follow:
SMILES	GLP-1R inv ag	GLP-1R agonist	HEK293 tox	PI5P4K alpha inh	IL2 activator	D3 antag	WRN helicase inh	PLK1 PBD inh	DRD3 agonist
Cc1cccc(CCNS(=O)(=O)c2ccc3c(c2)oc(=O)n3C)c1	5%	-7%	5%	0	-0.8	21	-7%	-7%	0
CCCc1cc(C(=O)N/N=C/c2cccn2C)cs1	?	3%	-1%	-1	-0.7	-5	-12%	1%	-10
COc1ccc(CN2CCc3cc(OC)c(OC)cc3C2)cc1O	?	-8%	?	0	-0.3	-58*	-3%	3%	-56
Nc1ccccc1N=c1ssnc1Cl	16%	-2%	7%	?	-0.9	1	-3%	4.7µM*	2
Cc1ccccc1N1C(=O)C2ON(c3ccccc3)C(c3ccco3)C2C1=O (configuration not stated)	-5%	-2%	2%	-6	3.4	22	-5%	-2%	8
COc1ccc(NC(=S)Nc2ccc3nccnc3c2)cc1	3%	1%	148%[activator]	-11	-2.4	-25	-7%	-25%	-1
O=C(CSc1ccc(-c2cccnc2)nn1)Nc1ccc(Br)cc1	-14%	7%	1%	-12	0.1	-1	-19%	-2%	-7
S=c1[nH]c2ccc(Cc3ccc4[nH]c(=S)[nH]c4c3)cc2[nH]1	29%	11%	-17%	-25	0.8	-10	9%	21µM*	3
Cc1ccc(OCC(=O)N(C)C2CCCCC2)c([N+](=O)[O-])n1	12%	7%	0%	-7	0.6	34	-1%	6%	4
